Runt-SMMHC FRET: inhibitors of RUNX1 Runt–CBFb-SMMHC binding, primary screen, biochemical, FRET, Cerulean-Runt, Venus-CBFb-SMMHC, uHTS. Cerulean-Runt/Venus-CBFb-SMMHC FRET ratio 530/480, 1 h. inhibition, % at 20 µM. actives 0.74% (n = 220,000). AID 1434, 2008;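 active means mean inhibition across duplicate retests at 20 µM reaching about 50%, limit read from the data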;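 further: 0% = DMSO wells and 100% = wells with excess untagged CBFb-SMMHC; inhibitors lower the FRET ratio by blocking Runt binding to CBFb-SMMHC; some results filed as inactive read as strong as hits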
EBV gp42 block: Epstein-Barr virus gp42 inhibitors, primary screen, biochemical, uHTS, fluorescence polarization; Glycoprotein 42 (Epstein-Barr virus (strain AG876)), Q1HVG2; Fluorescence polarization binding assay, mP read-out; inhibition, % (tested at 21.74 µM); actives 0.42% (n = 220,000); AID 1085, 2008; in the data active means inhibition above about 50%
Target sequence (Q1HVG2 whole entry, looked up): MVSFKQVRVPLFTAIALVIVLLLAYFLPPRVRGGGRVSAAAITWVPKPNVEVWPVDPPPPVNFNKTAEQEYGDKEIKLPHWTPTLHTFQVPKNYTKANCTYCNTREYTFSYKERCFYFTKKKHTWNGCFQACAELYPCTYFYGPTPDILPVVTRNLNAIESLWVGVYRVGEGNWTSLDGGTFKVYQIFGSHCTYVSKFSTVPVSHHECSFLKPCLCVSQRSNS
Runt-CBFb FRET: inhibitors of RUNX1 Runt–CBFb binding, primary screen, biochemical, FRET, Cerulean-Runt, Venus-CBFb, uHTS; Runt-related transcription factor 1 (Homo sapiens) + Core-binding factor subunit beta …; Cerulean-Runt/Venus-CBFb FRET ratio 530/480, 1 h; inhibition, % at 20 µM; actives 0.46% (n = 220,000);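 active means inhibition over about 50% at 20 µM in the single-dose screen, limit read from the data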;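 further: 0% = DMSO wells and 100% = excess unlabeled CBFb competitor control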
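Schedule: protein complex preformed 1 h, compound exposure 1 h, room temperature, dark; test system: Cerulean-labeled Runt domain protein; amount: 100 nM per protein; buffer or medium: Tris 50 mM pH 7.5, KCl, K2SO4, 0.01% BSA; read-out: loss of energy transfer signal; detection: FRET fluorescence; controls: 5 µM unlabeled CBFb as full-inhibition high control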
p97 inhibitor: inhibitors of human p97 ATPase, primary screen, biochemical. AID 1481, 2009. recombinant p97 ATPase, Kinase-Glo ATP luminescence, 3 h. actives 0.42% (n = 220,000). inhibition, % at 8 µM. Transitional endoplasmic reticulum ATPase (Homo sapiens), P55072; in the data active means inhibition above about 15%;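 further: 0% = DMSO vehicle and 100% = wells lacking enzyme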
Target sequence (P55072 whole entry, looked up): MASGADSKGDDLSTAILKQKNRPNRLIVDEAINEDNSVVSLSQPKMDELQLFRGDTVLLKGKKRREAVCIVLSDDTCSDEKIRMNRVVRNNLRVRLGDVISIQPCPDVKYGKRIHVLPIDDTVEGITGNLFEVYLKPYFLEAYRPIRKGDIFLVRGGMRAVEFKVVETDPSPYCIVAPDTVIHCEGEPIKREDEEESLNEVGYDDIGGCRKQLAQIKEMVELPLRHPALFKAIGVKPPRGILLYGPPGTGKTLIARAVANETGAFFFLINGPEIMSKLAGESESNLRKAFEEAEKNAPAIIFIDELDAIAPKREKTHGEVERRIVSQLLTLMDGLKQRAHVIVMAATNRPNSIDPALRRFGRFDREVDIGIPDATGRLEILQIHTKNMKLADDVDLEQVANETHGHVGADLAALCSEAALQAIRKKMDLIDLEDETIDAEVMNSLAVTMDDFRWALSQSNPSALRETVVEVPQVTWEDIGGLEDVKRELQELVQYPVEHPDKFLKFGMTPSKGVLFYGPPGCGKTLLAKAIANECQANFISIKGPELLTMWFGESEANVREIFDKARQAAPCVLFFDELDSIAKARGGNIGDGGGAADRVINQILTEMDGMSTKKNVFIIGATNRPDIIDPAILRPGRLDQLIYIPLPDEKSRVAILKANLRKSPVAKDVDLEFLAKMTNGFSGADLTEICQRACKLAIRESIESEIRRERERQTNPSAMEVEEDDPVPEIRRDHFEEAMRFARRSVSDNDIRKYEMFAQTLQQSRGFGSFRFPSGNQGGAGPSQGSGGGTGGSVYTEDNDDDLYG
p47phox inh: p47phox/p22phox peptide binding inhibitors, primary screen, biochemical, uHTS, NADPH oxidase regulatory subunit; Neutrophil cytosol factor 1 (Homo sapiens), P14598; fluorescence polarization, 2 h; inhibition, % at 24.7 µM; actives 0.53% (n = 220,000);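 active means inhibition above about 30%, limit read from the data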;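 further: 0% = p47phox with labelled peptide and 100% = labelled peptide alone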
RBBP9 inhibitor: human RBBP9 inhibitors, primary screen, biochemical, fluorescence polarization, FP-Rh probe, HTS | Serine hydrolase RBBP9 (Homo sapiens), O75884 | recombinant RBBP9 | inhibition, % at 7.94 µM | actives 0.2% (n = 220,000);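 active means inhibition above the campaign mean of all tested compounds plus 3 SD, cut at about 14% in these data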;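 further: plate controls were DMSO wells with RBBP9 for no effect and wells lacking RBBP9 protein for full effect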
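Test system – recombinant human RBBP9 · Input – RBBP9 2.5 µM in dispensing solution, pre-mixing · Medium – Tris buffer pH 8.0, NaCl, Pluronic · Schedule – preincubation 30 min plus labeling 45 min at 25 °C · Measured by – fluorescence polarization · Measure – % inhibition · Controls – DMSO and no-protein wells · Replicates – one well per compound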
Furin inhibitor: human furin inhibitors, primary screen, biochemical, fluorescence intensity; P09958; purified furin, fluorogenic substrate cleavage; inhibition, % at 30 µM; actives 0.061% (n = 220,000); in the data active means inhibition above about 25%; further: inactives centre near -15
m-calpain inh: inhibitors of pig calpain II, primary screen, biochemical, fluorogenic peptide substrate, 1536-well | purified calpain II, 30 min | inhibition, % at 16 µM | actives 0.37% (n = 220,000) | AID 1236, 2008;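 active means inhibition above about 50%, limit read from the data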
Tb hexokinase: Trypanosoma brucei hexokinase 1 inhibitors, primary screen, biochemical, G6PDH-coupled NADH absorbance, MLSCN library; recombinant TbHK1, G6PDH-coupled NADH A340; inhibition, % at 10 µM; actives 0.11% (n = 220,000);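 active means inhibition of 50% or more in the single-dose primary screen; inactive means inhibition below 50%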
* marks the source's active call; other numbers are inactive results; [ ] = another dose, or the depositor's remark.

SMILES	Runt-SMMHC FRET	EBV gp42 block	Runt-CBFb FRET	p97 inhibitor	p47phox inh	RBBP9 inhibitor	Furin inhibitor	m-calpain inh	Tb hexokinase
C(=N\n1cnnc1)/c1ccc2c(c1)OCCO2	-2.9	-7.1	0.4	4.8	-3.6	-8.1	-16.0	-81.7	-14.3
Cc1nc(Sc2cccn2C)c(C(F)(F)F)c(=O)[nH]1	0.3	0.2	2.3	3.7	-6.4	-8.0	-4.1[20 µM]	-23.2	-1.7
CCCC(=O)c1cc(F)c(N2CCN(C(=O)OCC)CC2)cc1C	2.7	-10.2	-2.0	-2.8	-8.3	-8.2	-20.0	5.2	-8.5
O=C(NCc1ccco1)c1ccc(C(=O)NCc2ccco2)s1	-0.7	-5.8	0.2	-0.1	-13.2	0.3	-18.2[20 µM]	-16.9	-1.6
NC(=O)c1nc(-c2ccco2)nc2c1[nH]c(=O)n2-c1ccc(Cl)c(Cl)c1	1.2	-3.3	9.0	3.3	-36.7	-12.0	-18.0	-29.5	-19.3
CC1(C)CC2(CC(C)(C)N1)OC(=O)N1CCc3ccccc3C12C (stereo not drawn)	0.9	-9.0	-0.2	3.8	-3.2	-4.1	-31.6	-18.8	1.0
Fc1ccc(CNC(=S)NCc2ccc(F)cc2)cc1	-1.4	-13.9	0.4	9.4	-18.5	1.4	-14.8	-11.6	3.1
O=[N+]([O-])c1ccc(Sc2cc[n+]([O-])c3ccccc23)c([N+](=O)[O-])c1	4.0	-15.2	2.9	10.7	-11.2	1.5	-2.3	6.1	-42.5
CCc1ccc(-c2cc(C(=O)Nn3cnnc3)c3ccccc3n2)cc1	-2.6	0.7	0.6	-23.2	1.7	-0.5	-17.0[20 µM]	-68.4	-12.2
Cc1ccc(CNC(=O)Cn2nnc3ccccc3c2=O)cc1	-7.1	-15.9	-1.1	1.0	-3.2	-3.0	-19.9	43.5	2.3
O=C(c1cc2ccccc2oc1=O)N(Cc1ccco1)Cc1cccs1	3.3	1.8	2.8	-1.0	1.0	2.1	-43.4	13.0	-7.3
O=C(NCCCN1CCCC1)c1ccc(CSCc2cccc(Cl)c2)o1	-3.4	-26.9	-0.9	1.2	-14.7	-7.9	-27.3[20 µM]	14.5	4.9
CS(=O)(=O)N(Cc1ccc(C(=O)NC2CCCCC2O)cc1)c1ccccc1 (stereo not drawn)	4.5	-3.6	0.1	2.8	-3.9	-5.9	-16.1	-24.7	1.4
Cc1ccc(C(=O)C2=C(O)C(=O)N(c3ncccn3)C2c2ccc(Br)cc2)o1 (stereo not drawn)	-4.0	-0.6	0.6	5.9	-4.3	-1.9	4.6	-38.2	-25.7
COc1ccc(CCCc2nnc(SCC(=O)Nc3nc(C)cs3)n2C)cc1	-0.9	-12.9	-1.1	-6.2	-20.7	1.6	0.6[20 µM]	-16.7	2.3
CCn1c(SCC(=O)Nc2ncc(C(F)(F)F)cc2Cl)nnc1-c1cccc(C)c1	1.6	4.0	0.2	-7.2	0.6	-6.0	-12.0	-10.4	-7.5
COc1ccc2nc(NC(=O)C3CCN(S(=O)(=O)c4cnc[nH]4)CC3)sc2c1	0.3	-21.3	1.0	4.8	4.3	-3.4	-11.7	26.5	0.1
C=CCNC(=O)C1CC(=O)N(c2ccc(OCC(=O)Nc3ccc(C)cc3)cc2)C1 (stereo not drawn)	-2.7	3.9	-3.9	0.1	-8.6	0.5	-16.0	-11.8	5.3
COC(=O)Nc1ccc(Cc2ccncc2)cc1	-1.3	-5.5	-1.7	0.9	-6.5	-4.7	-18.6	-1.9	3.5
COc1ccc(S(=O)(=O)N(CC(=O)Nc2cccnc2)c2ccccc2OC)cc1	2.9	-3.3	2.6	0.3	-5.0	2.5	-14.9[20 µM]	-30.5	-2.6
CCCOc1c(Br)cc(C2C3=C(CCCC3=O)N(CC)C3=C2C(=O)CCC3)cc1OC	89.6*	-22.2	93.7*	-7.3	-3.6	-5.5	-7.0	-427.2	0.7
C/C(=N\NC(=O)c1cccnc1)c1ccc(-c2ccccc2)cc1	1.8	-18.8	-0.9	5.1	-11.5	0.4	-5.0	4.9	-32.2
C#CCOC(=O)C[N+](C)(C)C/C=C/c1ccccc1	6.2	-4.1	-0.6	-4.1	-9.9	-6.9	-8.2	18.6	7.3
Cc1cc(Nc2ccccc2)c2c([N+](=O)[O-])cc(C)c(C)c2n1	-3.3	-10.6	0.3	-5.0	9.1	-7.3	-9.9[20 µM]	19.2	-4.3
C/C(CC(=O)NCc1ccco1)=N\NC(=O)Cc1ccccc1	0.5	-15.1	-2.9	0.2	-2.3	-1.8	-13.5[20 µM]	-9.6	-3.2

The listing continues.
SMILES	Runt-SMMHC FRET	EBV gp42 block	Runt-CBFb FRET	p97 inhibitor	p47phox inh	RBBP9 inhibitor	Furin inhibitor	m-calpain inh	Tb hexokinase
COC1=C(OC)c2ccccc2C(C(=O)O)N/C1=C(/C)Nc1ccncc1 (stereo not drawn)	-7.1	-8.2	-1.8	1.7	-4.5	-0.8	-14.1	-19.9	0.9
FC(F)(F)c1cccc(NC(=S)Nc2ccc(Cl)cc2Cl)c1	2.2	-4.2	-1.2	-1.0	-15.5	-11.5	-27.9[20 µM]	-7.2	-1.5
COc1cccc(OC)c1C(=O)NC(=S)NCc1ccccc1	4.2	-8.2	0.2	3.2	-4.5	-3.8	-26.7	6.0	-1.5
O=C1c2ccccc2C(=O)N1CCCc1nc(-c2ccccc2)no1	-11.7	-0.1	-1.9	-1.1	4.4	2.9	-15.4[20 µM]	1.4	6.1
CC(C)CN(CC(C)C)c1nnc(N)s1	3.6	-10.1	-2.0	1.0	-45.7	-7.7	-15.0	-15.2	2.9
CC(C)[C@H](NC(=O)c1ccccc1)C(=O)OCC(=O)N1CCc2ccccc2C1	-2.3	-21.7	0.3	-1.7	-6.0	0.5	-6.5[20 µM]	14.9	0.9
CN(C)CCCN(Cc1cc2cc3c(cc2[nH]c1=O)OCO3)C(=S)Nc1cccc(Cl)c1	-3.1	-1.9	-2.8	8.4	-32.4	-0.6	-30.5	-137.3	-3.9
O=C(Nc1ccc2c(c1)OCCO2)c1cccc(S(=O)(=O)N2CCCCC2)c1	4.0	1.8	3.9	-0.9	-7.3	-1.8	-6.1[20 µM]	2.0	-11.3
O=C(CSc1nnc(C2CC2)n1-c1ccccc1)Nc1ccc(N2CCOCC2)cc1	-1.2	-4.9	2.3	-5.3	-24.2	-3.5	-7.4[20 µM]	6.0	-8.4
O=C(c1ccc(C(=O)N2CCCCCC2)cc1)N1CCCCCC1	-7.0	-1.6	1.6	2.7	-8.7	1.8	-17.2[20 µM]	-13.6	0.0
COc1ccc(CCNC(=S)NC2CCN(Cc3ccccc3)CC2)cc1	5.3	0.7	5.6	1.1	-1.6	1.9	-15.6	-21.2	-4.0
C/C(=N\NC(=O)NC1CCCCC1)c1ccc(OC(F)F)cc1OC(F)F	-0.9	13.4	-3.1	-8.1	-18.8	-12.6	-13.9	17.6	6.6
Cc1ccc(CSc2nnc(-c3cccnc3)n2N)cc1	-1.5	10.7	-1.2	4.2	-3.9	7.2	-12.6[20 µM]	-7.3	7.1
COc1ccccc1OCc1ccc(C(=O)N2N=C(C(F)F)CC2(O)C(F)F)o1 (stereo not drawn)	4.8	-17.2	-0.4	-6.5	-13.6	-2.8	-10.2[20 µM]	-18.4	-1.4
CCCOC(=O)CN1C(=O)c2ccccc2C1=O	-8.0	-20.5	-8.7	-0.4	-3.3	-2.1	-9.5	9.4	44.4
COCCn1c(C)cc(C(=O)COC(=O)c2ccc(-n3nc(C)cc3C)cc2)c1C	1.5	-17.9	-1.5	3.5	-12.9	-6.7	1.4	13.4	-2.1
O=S(=O)(c1ccc(Nc2ccc(-c3ccc4c(c3)OCCO4)nn2)cc1)N1CCCC1	-9.3	-28.2	0.4	-1.7	-55.4	-14.3	-5.3[20 µM]	-8.5	-13.5
CCNc1nc(SCCOc2ccc(Br)cc2)nc(N(C)C)n1	-1.4	2.0	-4.1	-0.7	2.9	4.2	-9.4	-11.7	-0.5
Cc1ccc(C)c(NS(=O)(=O)c2ccc(OCC(=O)N3CCOCC3)cc2)c1	-0.2	1.9	0.8	3.8	-4.1	1.1	-4.5[20 µM]	9.0	-1.7
C/C(Cl)=C/CSc1nnc2n(N)c(=O)c3ccccc3n12	-7.2	-3.1	-1.2	3.4	-7.0	4.3	-8.7[20 µM]	14.9	-1.6
CC(C)Sc1nc2c(c(=O)n1C)SC(C)C2 (stereo not drawn)	2.0	-17.3	-1.7	1.1	-18.9	0.0	-17.9	-2.3	-19.9
Cc1noc(/C=C/N(C)C)c1S(=O)(=O)N1CCCC(C(=O)NCc2cccs2)C1 (stereo not drawn)	-8.2	-12.5	-0.2	1.4	3.8	-12.2	-30.9	11.4	-44.6
O=C(O)CCCN1C(=O)/C(=C/c2cn(-c3ccccc3)nc2-c2cccs2)SC1=S	-83.7	-225.9	-28.4	-3.7	-78.6	-9.3	-19.5	30.6	37.6
O=C(O)Cn1nnnc1SCC(=O)Nc1ccccc1F	3.4	-8.6	-1.7	7.6	-6.3	-6.7	-17.6	-9.3	0.9
N#Cc1c(N)nc2c(c1-c1cccnc1)CCCCC2	-1.8	-17.0	-1.8	2.5	-3.9	-2.7	-11.5	-36.9	-11.8
CS/C(=C\[N+](=O)[O-])Nc1ccc(C)cc1	-6.4	-14.1	0.9	4.7	-4.5	7.1	-13.2	-12.0	-23.4
CC(C)c1ccc(NC(=O)c2snc3ccc(Cl)cc23)cc1	2.7	8.3	-1.9	2.2	-6.7	-10.2	-17.2	-13.9	3.0

In the list so far, these have two or more sulfur atoms:
SMILES	Runt-SMMHC FRET	EBV gp42 block	Runt-CBFb FRET	p97 inhibitor	p47phox inh	RBBP9 inhibitor	Furin inhibitor	m-calpain inh	Tb hexokinase
COc1ccc(CCCc2nnc(SCC(=O)Nc3nc(C)cs3)n2C)cc1	-0.9	-12.9	-1.1	-6.2	-20.7	1.6	0.6[20 µM]	-16.7	2.3
COc1ccc2nc(NC(=O)C3CCN(S(=O)(=O)c4cnc[nH]4)CC3)sc2c1	0.3	-21.3	1.0	4.8	4.3	-3.4	-11.7	26.5	0.1
CC(C)Sc1nc2c(c(=O)n1C)SC(C)C2 (stereo not drawn)	2.0	-17.3	-1.7	1.1	-18.9	0.0	-17.9	-2.3	-19.9
Cc1noc(/C=C/N(C)C)c1S(=O)(=O)N1CCCC(C(=O)NCc2cccs2)C1 (stereo not drawn)	-8.2	-12.5	-0.2	1.4	3.8	-12.2	-30.9	11.4	-44.6
O=C(O)CCCN1C(=O)/C(=C/c2cn(-c3ccccc3)nc2-c2cccs2)SC1=S	-83.7	-225.9	-28.4	-3.7	-78.6	-9.3	-19.5	30.6	37.6

Source: PubChem BioAssay
